RGS7-Gao – RGS7-Galphao binding modulators, primary screen, biochemical, multiplexed bead flow cytometry; Guanine nucleotide-binding protein G(o) subunit alpha (Homo sapiens), P09471; binding response (% of control), % at 10 µM; actives lie on both sides; hit rate 0.35% among 220,000; in the data active means binding response below about 49% or above about 150%; inconclusive means no clear call, values can overlap the other calls; inactive means in between;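 further: fluorescent Galphao held in activated GDP-AlF4 state binding bead-coupled RGS7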
Target sequence (P09471 whole entry, looked up): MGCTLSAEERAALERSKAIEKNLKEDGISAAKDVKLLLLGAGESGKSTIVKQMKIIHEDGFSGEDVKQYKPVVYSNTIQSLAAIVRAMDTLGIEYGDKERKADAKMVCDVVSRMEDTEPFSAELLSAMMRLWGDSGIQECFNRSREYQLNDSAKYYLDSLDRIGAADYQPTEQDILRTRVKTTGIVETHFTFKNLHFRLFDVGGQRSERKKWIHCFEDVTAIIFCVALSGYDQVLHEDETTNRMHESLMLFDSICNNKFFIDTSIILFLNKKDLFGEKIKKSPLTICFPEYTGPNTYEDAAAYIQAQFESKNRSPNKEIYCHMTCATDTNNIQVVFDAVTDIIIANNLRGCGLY
Bcl-W Bim block – inhibitors of Bim binding to Bcl-W, primary screen, biochemical, multiplexed, bead-based flow cytometry; hit rate 0.02% among 190,000; inhibition, % at 10 µM; Bim peptide-Bcl-W binding;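 further: 0% = bound tracer without compound and 100% = peptide blocker; higher means less fluorescent Bim peptide bound to Bcl-W beads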
Target sequence (Q92843 whole entry, looked up): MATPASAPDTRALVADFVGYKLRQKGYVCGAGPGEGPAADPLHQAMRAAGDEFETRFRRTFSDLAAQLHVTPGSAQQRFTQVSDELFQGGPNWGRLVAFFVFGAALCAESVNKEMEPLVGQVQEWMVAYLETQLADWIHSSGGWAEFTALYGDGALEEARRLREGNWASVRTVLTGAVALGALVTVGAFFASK
Bim-Bcl-XL – inhibitors of Bim-Bcl-XL binding, primary screen, biochemical, multiplexed, bead flow cytometry, human Bcl-XL; inhibition, % at 10 µM; Bim peptide-Bcl-XL binding, fluorescence; hit rate 0.04% among 190,000; Bcl-2-like protein 1 (Homo sapiens), Q07817; AID 1007, 2008
Bim-Bcl-2 – inhibitors of Bim-Bcl-2 binding, primary screen, biochemical, multiplexed, human Bcl-2 family; Apoptosis regulator Bcl-2 (Homo sapiens), P10415; Bead-based flow cytometry, Bim peptide-Bcl-2 binding; inhibition, % at 10 µM; hit rate 0.06% among 190,000; AID 950, 2007; in the data active means inhibition above about 40%; inconclusive means no clear call, values can overlap the other calls;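 further: 0% = no compound wells with probe peptide and 100% = reference peptide inhibitor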
Target sequence (P10415 whole entry, looked up): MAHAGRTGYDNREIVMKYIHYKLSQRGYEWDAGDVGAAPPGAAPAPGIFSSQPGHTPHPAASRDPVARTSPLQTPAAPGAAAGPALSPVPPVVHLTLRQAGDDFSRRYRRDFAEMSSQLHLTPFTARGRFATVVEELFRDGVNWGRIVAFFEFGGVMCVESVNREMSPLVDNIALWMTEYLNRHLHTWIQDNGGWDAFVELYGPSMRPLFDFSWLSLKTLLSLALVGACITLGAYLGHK
Bim-Bcl-B – inhibitors of Bim-Bcl-B binding, primary screen, biochemical, multiplexed, human Bcl-2 family | bead-based flow cytometry, Bim peptide-Bcl-B binding | hit rate 0.073% among 190,000 | inhibition, % at 10 µM | Bcl-2-like protein 10 (Homo sapiens), Q9HD36;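 further: 0% = tracer peptide without compound and 100% = reference inhibitor peptide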
Bfl-1 Bim block – inhibitors of Bim binding to Bfl-1, primary screen, biochemical, multiplexed, bead-based flow cytometry. Bcl-2-related protein A1 (Homo sapiens), Q16548. Bim-Bfl-1 binding inhibition. inhibition, % at 10 µM. hit rate 0.12% among 190,000. AID 1008, 2008;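 further: 0% = wells without compound plus tracer and 100% = blocker peptide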
Avidin bead fluor – green autofluorescence of compounds with avidin beads – biophysical, 488/530 nm, flow cytometry, artefact control, profiling panel. compound fluorescence 488/530 nm; active compounds read high. fluorescence (KMESF) at 10 µM. hit rate 0.38% among 220,000. AID 1775, 2009; in the data active means fluorescence above about 47; further: inactives centre near 10
ABCG2 block – ABCG2 efflux pump inhibitors, primary screen, multiplex with ABCB1, IgMXP3 cells, flow cytometry; inhibition, % at 6.6 µM; JC-1 efflux; hit rate 0.1% among 190,000; Broad substrate specificity ATP-binding cassette transporter ABCG2 (Homo sapiens), Q9UNQ0;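 active means inhibition above 80%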;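 further: 0% = DMSO and 100% = nicardipine control wells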
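Times: 10 min at 25 °C | Test system: Two drug-resistant human cell lines, ABCG2 and ABCB1 | Quantity: 3 million cells/mL final, two lines in 1:1 ratio | Signal: Flow cytometry, 530 nm JC-1 signal | Dosing: Compound at 6.6 µM | Controls: Nicardipine and DMSO wells | Reagent: JC-1 as fluorescent efflux pump substrate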
ABCB1 inh – ABCB1 efflux pump inhibitors, primary screen, cell-based, multiplex, flow cytometry, ABCG2 counter-screen. AID 1326, 2008. inhibition, % at 6.6 µM. CCRF-Adr cells, JC-1 efflux. hit rate 0.067% among 190,000. ATP-dependent translocase ABCB1 (Homo sapiens), P08183; in the data active means inhibition above about 40%;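 further: 0% = vehicle and 100% = reference inhibitor; higher value means more JC-1 retained so stronger ABCB1 efflux block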
RGS4-Gao reg – modulators of RGS4 binding to Galphao, primary screen, biochemical, multiplexed bead flow cytometry; binding response (% of control), % at 10 µM; hit rate 0.33% among 220,000; Guanine nucleotide-binding protein G(o) subunit alpha (Homo sapiens), P09471; actives lie on both sides; in the data active means binding response below about 49% or above about 150%; inactive means in between;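 further: fluorescent Galphao activated with aluminum fluoride binding bead-coupled RGS4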
GSH bead fluor – compound fluorescence on glutathione beads, profiling panel, artefact control, biophysical, 488/530 nm, flow cytometry; GSH beads flow cytometry, compound fluorescence 488/530 nm; active compounds read high; fluorescence (KMESF) at 10 µM; hit rate 0.25% among 190,000; AID 1776, 2009; in the data active means fluorescence above about 89;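 further: glutathione beads carrying GST-tagged Bcl family fusion proteins plus one bare bead set; values are compound well signal with DMSO vehicle wells as background; inactives centre near 16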
The depositor's hits bear a star; ? = inconclusive. Unless noted, no stated cut-off is given here; in the data, active means inhibition above about 40%.

compound	RGS7-Gao	Bcl-W Bim block	Bim-Bcl-XL	Bim-Bcl-2	Bim-Bcl-B	Bfl-1 Bim block	Avidin bead fluor	ABCG2 block	ABCB1 inh	RGS4-Gao reg	GSH bead fluor
CCOc1ccc(Br)cc1S(=O)(=O)Nc1ccc(C(=O)Nc2ccccc2OC)cc1	100	0	-1	-3	-3	0	2	-2	-0.1	100	6
CCOC(=O)N1CCN(C(=O)c2ccc(OCC)c(OCC)c2)CC1	103	-5	-4	-1	-3	-1	21	4	0.2	101	12
O=C(COc1cccc(Cl)c1)N/N=C\c1cc2ccccc2nc1Cl	97	-7	-5	-6	-9	-11	19	4	0.3	100	15
O=C(Nc1nnc(-c2ccccc2Cl)s1)C1CCN(S(=O)(=O)c2ccc(Cl)cc2)CC1	88	0	-2	-12	-8	-5	9	13	0.5	96	15
CCN(CC)c1nc(N)c2c(N)n(-c3ccccc3C)c(=S)c(C#N)c2c1C#N	102	0	-1	-6	-7	-3	16	-3	-3.0	101	25
CCCOC(=O)c1cc(=O)[nH]c2ccccc12	92	-4	-4	-4	-2	-2	14	4	0.9	93	25
Cc1ccc(C(=O)Nc2cccnc2)cc1S(=O)(=O)N1CCOCC1	100	3	2	4	0	0	6	2	0.6	101	8
O=C(Nc1ccccc1)N1CCN(Cc2ccc(Cl)cc2)CC1	?	-1	-3	0	0	-4	9	-4	-0.5	98	20
COc1ccc(CCn2nnnc2C(c2ccc(Cl)cc2)N2CCN(C)CC2)cc1OC (stereo not given)	101	1	-3	-3	-3	-6	8	0	-0.1	97	5
CCN(CC)CCCn1c(=S)[nH]c2cc(Cl)ccc2c1=O	102	-1	-6	-8	-13	-10	9	1	0.0	101	13
CC1=C(C(=O)OC(C)C)C(c2cccc(F)c2)n2ncnc2N1 (stereo not given)	101	0	0	-7	-5	-8	8	2	0.7	106	21
COc1ccc(CCNC(=O)CSc2nncs2)cc1	100	-1	-6	-8	-5	-15	12	9	0.3	99	11
Cc1cc(NC(=O)CSc2nnc(-c3cccnc3)n2Cc2ccccc2)no1	?	14	7	4	3	10	8	1	-0.7	98	12
CO/N=C/NC(=O)c1ccc([N+](=O)[O-])c(CS(=O)(=O)c2ccc(Cl)cc2)c1	92	-2	-1	-2	0	0	37	3	0.5	93	13
Cc1ccccc1OCC(=O)NCc1ccccc1	95	0	0	0	6	5	9	0	0.5	98	12
N#C/C(=N\Nc1cccc(Cl)c1)C(=O)c1ccccc1	109	-1	-5	-12	-11	-19	14	46	-0.5	108	27
COc1ccc(S(=O)(=O)N(C)CC(=O)NCc2cccnc2)cc1C	103	-1	-4	-7	-9	-10	9	0	0.3	107	36
O=C(Cc1ccccc1)NC(Nc1ccccc1)C(Cl)(Cl)Cl (stereo not given)	101	-1	0	-1	-1	2	14	0	-0.1	102	23
CCCCNc1cc(NC(C)=O)cc2cc(OC)c(OC)cc12	109	6	4	8	-5	14	13	16	0.5	115	31
Cc1ccccc1N=Cc1cccc(O)c1O	88	2	-7	0	-9	4	4	10	1.6	92	24
COc1ccc(C(=O)NC2CC(C)(C)Cc3occc32)cc1 (stereo not given)	102	-5	-8	-8	-5	-9	12	21	0.7	101	10
CC(Cl)C(=O)NN=C(c1ccccc1)c1ccccc1 (stereo not given)	99	0	1	-2	-3	-4	21	1	0.4	100	12
O=C1c2ccccc2C(=O)C1c1ccc(O)cc1	100	0	-1	0	-4	-4	12	12	-0.6	97	9
O=C(O)COC(=O)C1C(c2ccccc2)C(C(=O)O)C1c1ccccc1 (stereo not given)	98	0	0	-5	-3	-6	10	1	0.4	99	24
CCOC(=O)c1cccc(NC(=S)NCc2ccc(C)cc2)c1	94	-1	-1	-6	-6	-4	6	12	1.8	89	12
Cc1nc(-c2coc3c(CN(C)C)c(O)ccc3c2=O)cs1	105	6	-6	0	-8	-5	2	1	0.0	107	43
CNC(=S)NCc1ccc(OC)cc1	99	-5	-8	-3	-9	-3	6	1	0.0	97	11
COc1ccc2c(c1)c1nc3ccccc3nc1n2CCCN1C(=O)c2ccccc2C1=O	103	-7	-13	-5	-16	-16	14	4	1.9	101	18
CCS(=O)(=O)c1nc2ccccc2n1Cc1ccccc1Cl	99	0	0	1	0	-1	4	-1	-0.1	102	12
O=C(Cc1ccccc1)NCc1ccc(F)cc1	102	4	-2	-5	-3	-2	9	8	0.3	102	11
CC(=O)NC1=NN(C(C)=O)C(C)(c2ccccc2)S1 (stereo not given)	93	-4	-4	-1	-5	-4	13	2	0.2	98	16
CC1(C)CC(=O)C(=Cc2cn(CCC#N)nc2-c2ccc(F)cc2)C(=O)C1	96	-3	-2	-3	1	0	9	1	0.3	101	26
CC(C)NCC(O)COc1ccc2c(c1)CCC2 (stereo not given)	102	-5	-6	-5	-10	-13	13	3	0.6	101	13
O=C(CCS(=O)(=O)c1cccc2nsnc12)NCc1ccccc1Cl	104	-3	-2	-3	-7	4	9	1	0.8	100	24
CCOC(=O)CN=C1CC(C)(C)CC2=C1Sc1ncnc(N(C)C)c1N2	102	4	0	4	3	8	15	22	20	100	12
COc1cc(/C(C)=N/NC(=O)c2ccc(CSc3nncn3C)cc2)cc(OC)c1OC	96	1	-1	1	-3	-1	14	6	1.4	97	14
CSc1ccc(/C=N/NC(=O)CN2CCN(Cc3ccc(Cl)cc3)CC2)cc1	102	-6	-3	-2	0	-6	17	2	1.1	101	17
CC(CC(=O)NCc1ccccc1)C1CCCO1 (stereo not given)	99	1	-4	-6	-5	-6	9	6	2.5	97	15
O=C(COC(=O)CSc1nnc(-c2ccc(Cl)cc2)o1)Nc1cc(Cl)cc(Cl)c1	98	-4	-6	-5	-4	-8	9	1	0.1	90	11
Cc1ccc(/C=N/NC(=O)Cn2cnc3ccccc32)cc1	100	-5	-3	-2	-2	0	8	2	0.2	98	19
CCN(c1ccc(NC(=O)COC(=O)c2ccc3ccccc3n2)cc1)C(C)C	99	-2	-4	1	-15	4	32	7	1.3	99	17
CCCn1c(=O)c(C(=O)NNS(=O)(=O)c2ccc(Cl)cc2)c(O)c2ccccc21	95	-3	-6	0	-4	6	12	-2	-0.3	99	8
Cn1c(SCC(=O)c2ccc3c(c2)OCCO3)nnc1C1CC1	124	-3	-3	5	-11	5	45	1	0.5	125	14
CSc1nc(-c2ccco2)cc(C(F)(F)F)c1C#N	111	1	-1	0	-4	1	8	6	0.8	111	16
S=C(NCc1cccs1)Nc1ccccc1Cl	105	-3	-3	-2	-6	-5	5	1	0.2	104	10
CCCCn1c(CCNC(=O)CCC)nc2ccccc21	89	0	-3	-8	-4	-5	7	-4	-3.0	91	23
CCN(CC)P(=O)(Nc1ccc(SC(F)F)cc1)c1ccc(N(C)C)cc1NC(=O)c1ccco1 (stereo not given)	103	-2	-3	-1	1	5	7	2	7.4	101	10
Cc1ccc(C(=O)Nc2nc(=O)n(C(=O)CC(C)C)s2)cc1	102	0	-1	-4	0	-1	36	-1	-0.1	104	13
O=C(Nc1ccc(N2CCOCC2)cc1)c1cccc(S(=O)(=O)N2CCCCC2)c1	103	0	2	-2	-5	-11	7	0	0.1	101	5
CCCOc1ccc2c(=O)c(-c3cc(C(=O)OC)oc3C)c(C)oc2c1	98	-1	-2	0	0	-4	26	4	1.1	96	53
COc1ccc2oc(=Nc3ccc(C(=O)O)cc3)c(C(=O)NCc3ccco3)cc2c1	?	1	1	5	1	5	11	9	0.0	98	11
Cc1cc([N+](=O)[O-])nn1Cc1ccccc1F	101	0	0	0	1	-1	16	1	0.1	100	21
CCOc1cc(/C=N/O)cc(Br)c1OC	99	-1	-8	-8	-7	-13	12	13	0.7	97	35
COc1ccc(C(=O)NCC(=O)Nc2ccc(F)cc2)cc1OC	108	1	-3	0	-3	-12	7	1	-0.1	108	16
NCCCC[C@@H](C(=O)N1CCNCC1)n1cc(CCC(=O)O)nn1	114	1	-1	-2	0	-2	14	1	0.4	108	21
